mIAP inh = mouse IAP inhibition. inhibition, % at 10 µM. AID 2806. hit rate 0.2% among 330,000. purified mouse IAP, CDP-Star luminescence, 30 min;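 active means inhibition of at least 40% at 10 µM in the primary screen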;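 further: plate controls were DMSO with enzyme for no effect and no enzyme wells for full effect; values of inactives mirror those of a sister screen read the other way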
PfG6PD inh = PfG6PD (Plasmodium falciparum) enzyme inhibition; PfGluPho enzyme, NADPH resazurin-diaphorase fluorescence; inhibition, % at 20 µM; hit rate 0.78% among 350,000; AID 504690;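 active means inhibition reaching at least a set limit at 20 µM in the primary screen, cut at about 59% in these data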;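 further: 0% = DMSO wells with substrate and 100% = DMSO wells lacking glucose-6-phosphate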
ATG4B inh = blocks human ATG4B protease cleavage of LC3 substrate | Q9Y4P1 | inhibition, % at 8.33 µM | ATG4B cleavage of LC3-PLA2, NBD-HPC fluorescence, 1 h | AID 504462 | hit rate 0.51% among 340,000; in the data active means inhibition above about 40%
HKDC1 inhibitor = HKDC1 (human) hexokinase inhibition | Q2TB90 | recombinant HKDC1, G6PDH/diaphorase resazurin coupled fluorescence | inhibition, % at 20 µM | hit rate 0.16% among 340,000 | AID 493160;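 active means inhibition above about 35% when tested at 20 µM, limit read from the data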;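 further: plate controls were DMSO wells with enzyme for no effect and DMSO wells lacking enzyme for full effect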
Target sequence (Q2TB90 whole entry, looked up): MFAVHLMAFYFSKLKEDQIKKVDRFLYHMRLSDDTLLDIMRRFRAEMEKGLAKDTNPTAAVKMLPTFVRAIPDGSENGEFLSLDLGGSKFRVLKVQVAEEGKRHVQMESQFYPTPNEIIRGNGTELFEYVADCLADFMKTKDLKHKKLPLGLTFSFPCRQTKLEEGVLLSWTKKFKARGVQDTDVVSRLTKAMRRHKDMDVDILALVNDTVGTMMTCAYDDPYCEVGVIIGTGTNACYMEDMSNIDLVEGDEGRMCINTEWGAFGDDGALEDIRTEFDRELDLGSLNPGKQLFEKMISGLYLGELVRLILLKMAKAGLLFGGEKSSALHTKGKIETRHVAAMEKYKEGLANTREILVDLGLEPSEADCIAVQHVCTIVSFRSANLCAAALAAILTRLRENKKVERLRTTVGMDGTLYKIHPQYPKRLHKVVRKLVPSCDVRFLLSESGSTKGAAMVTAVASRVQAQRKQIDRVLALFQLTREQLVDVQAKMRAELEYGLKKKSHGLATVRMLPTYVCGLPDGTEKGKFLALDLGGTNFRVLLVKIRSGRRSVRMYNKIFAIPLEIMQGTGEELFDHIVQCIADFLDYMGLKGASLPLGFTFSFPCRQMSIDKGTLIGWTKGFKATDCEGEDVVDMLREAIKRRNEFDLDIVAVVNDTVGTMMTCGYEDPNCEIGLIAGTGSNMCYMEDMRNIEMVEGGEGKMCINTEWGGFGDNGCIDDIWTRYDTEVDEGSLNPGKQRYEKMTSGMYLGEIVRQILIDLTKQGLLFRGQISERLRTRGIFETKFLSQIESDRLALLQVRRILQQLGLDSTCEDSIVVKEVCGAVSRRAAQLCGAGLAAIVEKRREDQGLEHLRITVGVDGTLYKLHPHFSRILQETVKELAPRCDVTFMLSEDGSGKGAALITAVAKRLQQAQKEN
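Material: recombinant HKDC1 hexokinase; Amount: HKDC1 at 5 µg/mL; Medium: Tris pH 8.0 buffer with MgCl2, Tween-20, BSA, BME; Schedule: 90 min reaction incubation at room temperature, dark; Technique: coupled resazurin fluorescence, excitation 525 nm, emission 613 nm.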
hIAP activ = increases human intestinal alkaline phosphatase activity; P09923; purified human IAP, CDP-Star luminescence, 30 min; hits give high values; 1 = vehicle-only enzyme, 0 = enzyme-free background; activation factor at 10 µM; hit rate 0.16% among 330,000;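 active means activation factor of the enzyme at least 2-fold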; further: the source names both 10 and 20 µM as test concentration; values of inactives mirror those of a sister screen read the other way
mIAP act = mouse IAP activation; muIAP, CDP-Star luminescence, 30 min; hits give high values; 1 = vehicle-only enzyme signal, 0 = enzyme-free wells; activation factor at 10 µM; hit rate 0.24% among 330,000;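 active means activation factor of at least 2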; further: the source names both 10 and 20 µM as test concentration; values of inactives mirror those of a sister screen read the other way
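System: Mouse IAP enzyme | Also added: CDP-Star substrate | Dosing: Compounds dispensed in DMSO | Schedule: 30 min enzyme-substrate-compound incubation at room temperature | Technique: Chemiluminescence readout | Control set: DMSO-only wells and no-enzyme negative control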
A3A deaminase = blocks human APOBEC3A ssDNA deamination; P31941; recombinant A3A, FAM/TAMRA ssDNA deamination fluorescence; inhibition, % at 20 µM; hit rate 0.41% among 330,000; AID 493011;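 active means at least 40% inhibition at 20 µM here, with at most 30% in a related deaminase screen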;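 further: plate controls were A3A with DMSO for no effect and wells lacking A3A enzyme for full effect; some results filed as inactive read as strong as hits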
Target sequence (P31941 whole entry, looked up): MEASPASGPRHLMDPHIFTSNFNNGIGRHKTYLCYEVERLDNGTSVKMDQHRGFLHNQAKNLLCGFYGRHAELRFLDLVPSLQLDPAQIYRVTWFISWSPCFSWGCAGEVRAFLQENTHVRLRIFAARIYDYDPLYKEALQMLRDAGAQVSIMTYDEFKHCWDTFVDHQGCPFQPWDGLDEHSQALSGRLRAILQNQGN
hIAP block = blocks human intestinal alkaline phosphatase | purified IAP, CDP-Star luminescence, 30 min | hit rate 0.12% among 330,000 | inhibition, % at 10 µM | AID 2544;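 active means inhibition reaching a set limit with compound at 10 µM in the primary screen, cut at about 35% in these data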;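 further: plate controls were DMSO wells with enzyme for no effect and no-enzyme buffer wells for full effect; values of inactives mirror those of a sister screen read the other way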
* hit, by the source's call; . = no result given. Rows are unselected (roughly 2.4% active in at least one column).

SMILES | mIAP inh | PfG6PD inh | ATG4B inh | HKDC1 inhibitor | hIAP activ | mIAP act | A3A deaminase | hIAP block
O=C(c1cccc(N2C(=O)C3C4C=CC(C4)C3C2=O)c1)N1CCN(c2ccccc2Cl)CC1 (stereo not given) | -10 | -19 | -10 | 1 | 0.84 | 1.1 | 1 | 16
Cc1c(Cl)c([N+](=O)[O-])nn1CCCC(=O)N1CCN(c2ccccc2)CC1 | -13 | 6 | 23 | -7 | 1 | 1.1 | -3 | 0
COc1ccc(C2c3c(ncn(CCCN4CCOCC4)c3=N)Oc3ccc4ccccc4c32)cc1OC (stereo not given) | -10 | -1 | -4 | -15 | 1.1 | 1.1 | 0 | -14
CC1CC=C2C(C#N)=C(N)C(C#N)(C#N)C(c3cccs3)C2C1 (stereo not given) | 12 | 2 | 3 | 6 | 0.99 | 0.89 | -3 | 1
Cc1cc(C(=O)NCc2ccccc2F)c2ccccc2n1 | -7 | 3 | -5 | 1 | 0.96 | 1.1 | -3 | 4
Cc1cccc(NC(=O)C2CCN(S(=O)(=O)c3ccc4c(c3)NC(=O)CO4)CC2)c1C | 2 | 13 | -3 | -4 | 0.89 | 0.97 | -4 | 11
Cc1ccc(N(NC(=O)C(C)(C)O)C(=O)c2ccccc2)cc1C | -2 | -2 | -2 | -7 | 1.3 | 1 | -4 | -28
CCCCn1c(N)c(N(CC)C(=O)C(c2ccccc2)c2ccccc2)c(=O)[nH]c1=O | 1 | -3 | -7 | -3 | 1.1 | 0.99 | -2 | -5
Cc1ccc(C(=S)N2CCN(Cc3ccccc3)CC2)cc1 | 10 | 27 | 4 | 5 | 1 | 0.9 | -4 | -3
COc1ccc(N2C(=O)CC2(/C=C/c2ccccc2OC)C(=O)NC2CCCC2)cc1 (stereo not given) | -5 | 7 | -18 | 1 | 1.2 | 1 | -3 | -23
CC(C)N(C(=O)[C@H]1C[C@H](CC(=O)NCCCn2ccnc2)C(=O)N2CCc3c([nH]c4ccc(Cl)cc34)[C@]12C)C(C)C | -22 | 3 | -4 | 1 | . | 1.2 | 1 | .
CCn1c(SCc2ccccc2)nc2ccccc2c1=O | 6 | 7 | 4 | 1 | 0.83 | 0.94 | -3 | 17
COc1ccc(S(=O)(=O)Nc2cc(C)on2)cc1OC | 5 | -1 | -6 | -3 | 1 | 0.95 | -2 | 0
O=C(CNC(=O)c1ccc2ccccc2c1)NCc1ccc(F)cc1 | 2 | 1 | -3 | -6 | 1 | 0.98 | 0 | -3
COc1ccc(NC(=O)c2ccccc2-c2ccccc2C(=O)O)cc1 | -5 | -7 | -5 | -9 | 1 | 1 | 3 | -1
CC(C)Oc1ccc(CNC(=O)CCC(=O)N2CC(C)Sc3ccccc32)cc1 (stereo not given) | 5 | 2 | 13 | -2 | 0.84 | 0.95 | -1 | 16
Cc1ccc2c(c1)c1c(n2CC(O)CN2CCCCCC2)CCCC1 (stereo not given) | -1 | -1 | 1 | 9 | 1.1 | 1 | -1 | -12
CC(=O)Nc1ccc(-c2nc3c(C)cccc3[nH]2)cc1 | -9 | -16 | -10 | 5 | 1 | 1.1 | -4 | -1
C=CCn1c(=O)c2c(nc(-c3ccc(S(=O)(=O)O)cc3)n2C)n(C)c1=O | 9 | -18 | -6 | 11 | 0.97 | 0.91 | -2 | 3
Cn1c(=O)n(CC(=O)Nc2ccccc2)c2ccccc21 | 1 | -4 | -1 | -5 | 1 | 0.99 | 1 | -2
CCOc1ccc(NC(=O)CN(C)C(=O)c2cc(C)on2)cc1OCC | 6 | -4 | 10 | -4 | 0.85 | 0.94 | 37 | 15
CNC(=O)c1ccc(C)c(NC(=O)C2=C(C)OCCS2)c1 | 2 | -20 | 6 | -2 | 1.1 | 0.98 | -5 | -5
Cc1ccc2c3c1C(=O)C(=O)N3C(C)(C)CC2C (stereo not given) | 2 | 19 | -2 | 16 | 0.76 | 0.98 | 0 | 24
CCOC(=O)C1CCN(C(=O)CSc2cc(=O)n(C)c3ccccc23)CC1 | 13 | 20 | -18 | 1 | 1 | 0.87 | 6 | -1
COCCNC(=O)C(C#N)c1nc2ccccc2nc1N1CCCCCC1 (stereo not given) | 12 | 24 | 5 | 1 | 0.94 | 0.88 | 0 | 6
SMILES | mIAP inh | PfG6PD inh | ATG4B inh | HKDC1 inhibitor | hIAP activ | mIAP act | A3A deaminase | hIAP block
COc1ccc(/C=N/NC(=O)c2cccnc2)cc1CN1CCOCC1 | 1 | -8 | 7 | 1 | 0.88 | 0.99 | 1 | 12
O=C(CCc1ccc(S(=O)(=O)N2CCOCC2)cc1)N/N=C/c1cccc(O)c1 | 8 | 0 | 1 | -2 | 0.96 | 0.92 | 1 | 4
COc1ccc(N2CCN(c3cc(C)c4ccccc4n3)CC2)cc1 | -7 | 16 | 6 | -4 | 1 | 1.1 | -10 | -2
O=C(Nc1ccccc1Cl)c1sccc1-c1ccccc1 | 8 | -11 | 5 | -2 | 0.94 | 0.92 | -6 | 6
Cc1cnc(NC(=O)Cc2ccc(Br)cc2)s1 | 2 | 9 | -2 | 1 | 1.1 | 0.98 | -3 | -13
NS(=O)(=O)c1ccc(NC(=S)NC(=O)c2ccco2)cc1 | 3 | 9 | 1 | -9 | 1.2 | 0.97 | -7 | -16
Cc1nn(-c2ccccc2)c(C)c1C(=O)OCC(=O)Nc1ccccc1F | -17 | 4 | 1 | -5 | 0.93 | 1.2 | -2 | 7
CN(C)c1oc(-c2ccccc2Cl)nc1C#N | -1 | -28 | 4 | 8 | 1.2 | 1 | 0 | -18
CN(C)N1C(N)=C(C#N)C(c2ccc(F)cc2)C2=C1CC(C)(C)CC2=O (stereo not given) | -2 | -1 | 0 | -3 | 1.1 | 1 | -2 | -12
O=C(CSc1ccccc1F)Nc1ccc(N2CCOCC2)cc1 | -15 | -7 | 0 | 1 | 1 | 1.2 | -3 | -4
COC(=O)c1ccc(OC(=O)CCN2C(=O)C3C4c5ccccc5C(c5ccccc54)C3C2=O)cc1 (stereo not given) | 9 | 11 | -6 | 2 | 0.99 | 0.91 | -1 | 1
COc1ccc(C(=O)C(C)[n+]2ccc(-c3nnc4n3CCCCC4)cc2)cc1 (stereo not given) | -8 | 2 | -7 | -5 | 0.97 | 1.1 | -3 | 2
COc1cccc(CNC(=O)CSc2ccc(-c3cccs3)nn2)c1 | 6 | -9 | 2 | 5 | 1.2 | 0.94 | 3 | -17
CCOc1ccc(NC(=O)CSc2nnc(Cc3csc(C)n3)o2)cc1 | -7 | 11 | -3 | 0 | 1.1 | 1.1 | -1 | -13
CCOC(=O)CCn1c(CC(=O)OCC)nc2ccccc21 | 7 | -4 | -6 | -4 | 0.94 | 0.93 | 1 | 6
C=CCN(CC=C)C(=O)CN1C(=O)NC(C)(c2ccc3cc(OC)ccc3c2)C1=O (stereo not given) | -6 | 13 | -8 | -2 | 1 | 1.1 | 21 | -2
O=C(CCc1nnc(C2(c3ccc(Cl)cc3)CCC2)o1)N1CCCC1 | 4 | -5 | 4 | -7 | 1.1 | 0.96 | -2 | -10
Cc1nc(-c2ccccc2)cs1 | -8 | -3 | -12 | -3 | 0.98 | 1.1 | 1 | 2
CCCC(=O)Nc1ccccc1NC(=O)CN(C)S(=O)(=O)c1ccc(C)cc1 | -1 | -1 | -11 | -2 | 1.2 | 1 | -4 | -21
CCOc1ccccc1CN1CCN(Cc2cn(C)nc2-c2ccccc2)CC1CCO (stereo not given) | 4 | -13 | -14 | -1 | 0.99 | 0.96 | 6 | 1
CCOc1ccc(S(=O)(=O)N2CCOCC2)cc1NC(=O)CSCC(=O)Nc1cccc(C)c1 | -5 | -6 | 4 | 1 | 0.96 | 1.1 | 0 | 4
CCOC(=O)C1=C(C)NC(SC)=NC1c1ccccc1 (stereo not given) | 9 | 10 | -9 | 1 | 1 | 0.91 | 20 | 0
O=C(CN1CCCC1)NN=C(c1ccccc1)c1ccccc1 | -15 | -6 | 2 | -5 | 1 | 1.2 | 1 | -1
COCc1c(C(=O)N/N=C(\C)c2ccncc2)nnn1-c1nonc1N | 3 | -4 | -4 | -8 | 1.1 | 0.97 | 0 | -7
O=C(CNC(=O)c1cccc(F)c1)OCc1cc(=O)n2cc(Br)ccc2n1 | 8 | -7 | -10 | 2 | 0.88 | 0.92 | -1 | 12

Retrieved by structure from the entries so far, 5 records:
SMILES | mIAP inh | PfG6PD inh | ATG4B inh | HKDC1 inhibitor | hIAP activ | mIAP act | A3A deaminase | hIAP block
COC(=O)c1ccc(OC(=O)CCN2C(=O)C3C4c5ccccc5C(c5ccccc54)C3C2=O)cc1 (stereo not given) | 9 | 11 | -6 | 2 | 0.99 | 0.91 | -1 | 1
O=C(CCc1ccc(S(=O)(=O)N2CCOCC2)cc1)N/N=C/c1cccc(O)c1 | 8 | 0 | 1 | -2 | 0.96 | 0.92 | 1 | 4
CCOc1ccc(NC(=O)CSc2nnc(Cc3csc(C)n3)o2)cc1 | -7 | 11 | -3 | 0 | 1.1 | 1.1 | -1 | -13
C=CCN(CC=C)C(=O)CN1C(=O)NC(C)(c2ccc3cc(OC)ccc3c2)C1=O (stereo not given) | -6 | 13 | -8 | -2 | 1 | 1.1 | 21 | -2
CCOC(=O)CCn1c(CC(=O)OCC)nc2ccccc21 | 7 | -4 | -6 | -4 | 0.94 | 0.93 | 1 | 6

The list continues:
SMILES | mIAP inh | PfG6PD inh | ATG4B inh | HKDC1 inhibitor | hIAP activ | mIAP act | A3A deaminase | hIAP block
CC(=O)NC(CC(=O)OCC(=O)NCCc1ccccc1)c1ccccc1 (stereo not given) | -6 | -10 | 2 | 2 | 0.99 | 1.1 | 0 | 1
CCOC(=O)c1cc(C)n(CCCN2CCOCC2)c1C | 0 | 4 | -15 | 1 | 1.1 | 1 | -1 | -10
COc1ccc(CCC(=O)OCC(=O)N(C)c2c(N)n(Cc3ccccc3)c(=O)[nH]c2=O)cc1 | -8 | 3 | 9 | -3 | 0.97 | 1.1 | 1 | 3
Cc1cc(C)c(C#N)c(SCCN2CCCCC2)n1 | 4 | 2 | -9 | -4 | 0.97 | 0.96 | -1 | 3
CN(C)S(=O)(=O)c1ccc(C(=O)Nc2ccc3nc(N4CCOCC4)sc3c2)cc1 | 8 | 10 | -12 | 4 | 0.97 | 0.92 | 2 | 3
COc1ccc(S(=O)(=O)Nc2cccc3c2O[C@H](CN(C)C(=O)Nc2ccc(C(F)(F)F)cc2)[C@@H](C)CN([C@H](C)CO)C3=O)cc1 | 5 | 54 | -17 | 7 | 0.98 | 0.95 | -5 | 2
O=S(=O)(Cc1ccccc1)N(O)c1ccccc1 | 14 | 86* | -2 | 0 | 0.9 | 0.85 | -6 | 10
CCOC(=O)C1CCCN(S(=O)(=O)c2ccc(F)c(C(=O)Nc3ccc(F)c(F)c3)c2)C1 (stereo not given) | 0 | 4 | -12 | -4 | 0.99 | 1 | 0 | 1
C=CCN(c1ccccc1)S(=O)(=O)c1cccc(C(=O)NC2CCN(Cc3ccccc3)CC2)c1 | 2 | 7 | -9 | 4 | 1.1 | 0.98 | 23 | -5
O=C(O)CSc1nnc(C2COc3ccccc3O2)n1-c1ccccc1 (stereo not given) | -12 | -13 | 9 | -7 | 1 | 1.1 | -2 | 0
COc1ccccc1CNC(=O)COC(=O)C1CC1 | 0 | 3 | 0 | -9 | 1.2 | 1 | -1 | -24
Cc1c(C(=O)O)sc(S(=O)(=O)N2CCN(C(=O)Cc3ccccc3)CC2)c1C(=O)O | -11 | -21 | -1 | 2 | 0.93 | 1.1 | 6 | 7
O=S(=O)(/N=C(/Sc1ccccc1)c1ccccc1)c1ccccc1 | 18 | 31 | 7 | -1 | 0.88 | 0.82 | -2 | 12
CN(C)S(=O)(=O)c1cccc(NC(=S)NCc2ccco2)c1 | -12 | -1 | 0 | -8 | 1.1 | 1.1 | -3 | -12
Cc1ccc(Nc2nc(N3CCN(C)CC3)nc(N)c2[N+](=O)[O-])cc1C | 18 | . | . | . | 0.87 | 0.82 | 0 | 13

Source: PubChem
